Assay outcomes as filed in PubChem.
M. tuberculosis: growth inhibition of non-replicating M. tuberculosis (AID 488890) | Mycobacterium tuberculosis non-replicating, growth inhibition; higher % means a stronger effect | inhibition, % at 25 µM, or IC50 in µM where a hit was titrated | 320,000 tested, 0.39% active; in the data active = a potency from the dose series; inconclusive = inhibition mostly from about 82% at the one dose, without a potency; inactive = the rest, 99 in 100 with inhibition below about 76%;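 also: plate controls were DMSO cells for no effect and high antibiotic wells for full effect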
H37Rv inhibition: M. tuberculosis growth inhibition, HTS (AID 449762). M. tuberculosis H37Rv growth inhibition, 7H9 media; higher % means a stronger effect. one-dose inhibition, % at 25 µM; IC50 in µM for titrated hits. 330,000 tested, 0.59% active; in the data active = a potency from the dose series; inconclusive = inhibition above about 70% without an active follow-up result;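 also: bacterial growth assessed after seven days of incubation; strong numbers were not always called active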
H1N1 NS1A inhibition: NS1A inhibition, H1N1 influenza, cell based functional assay (AID 504329). NS1A functional cell-based assay, percent inhibition; higher % means a stronger effect. inhibition, % at 12.5 µM, or IC50 in µM where a hit was titrated. 340,000 tested, 0.3% active; in the data active = a potency from the dose series; inconclusive = inhibition above about 27% without an active follow-up result; also: strong numbers were not always called active
VEEV TC-83 Vero: inhibitors of VEEV TC-83 cytopathic effect, confirmation, Vero cells (AID 588727). inhibition, % at 20 µM, or IC50 in µM where a hit was titrated. 350,000 tested, 0.13% active. Vero cells, VEEV TC-83 cytopathic effect inhibition; higher % means a stronger effect; in the data active = a potency from the dose series; inconclusive = inhibition mostly from about 14% at the one dose, without a potency; inactive = the rest, 99 in 100 with inhibition below about 12%; also: strong numbers were not always called active
PhoP GFP inhibition: PhoP regulon inhibitors, Salmonella typhi PhoP promoter GFP reporter, confirmatory (AID 1850) | inhibition, % at 50 µM; hits with a dose series show IC50 in µM | 310,000 tested, 0.33% active | Salmonella Typhi PhoP-promoter GFP reporter, fluorescence, 4 h; higher % means a stronger effect; in the data active = a potency from the dose series; inconclusive = inhibition mostly from about 25% at the one dose, without a potency; inactive = the rest, 99 in 100 with inhibition below about 19%;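 also: 0% = induced wells with vehicle and 100% = uninduced wells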
VEEV TC-83 Vero 10K pilot screen: further read-out of VEEV TC-83 Vero, marked with its call; inhibition, %; measured here: 10K pilot screen inhibition
An asterisk follows results filed as active; i = inactive; ? = inconclusive; . = not tested or not shown.

SMILES | M. tuberculosis | H37Rv inhibition | H1N1 NS1A inhibition | VEEV TC-83 Vero | PhoP GFP inhibition | others
CCOC(=O)C(NS(=O)(=O)c1ccccc1)(C(F)(F)F)P(=O)(OCC(C)C)OCC(C)C (stereo not given) | -7% | 4% | 4% | 2.0% | 4%
COCCCN1C(=O)C(=O)/C(=C(/O)c2ccc(S(=O)(=O)N3CCOCC3)cc2)C1c1ccc(Cl)cc1 (stereo not given) | 2% | -3% | 0% | 0.3% | -6%
COc1ccc(S(=O)(=O)N2CCC(C(=O)NCCc3c[nH]c4ccccc34)CC2)cc1 | 17% | 3% | -3% | 1.5% | 0%
CCOC(=O)c1sc(N2C(=O)C(O)=C(C(=O)c3ccc(C)o3)C2c2ccc(OC)c(OC)c2)nc1C (stereo not given) | 58% | -14% | 1% | 9.3% | -1%
COC(=O)c1cc(NC(=O)CC2NC3CCCCC3NC2=O)cc(C(=O)OC)c1 (stereo not given) | 12% | 4% | 4% | i | -6% | VEEV TC-83 Vero 10K pilot screen=1.5
CC1(C)CC(NC(=O)CC(c2ccccc2)c2ccccc2)CC(C)(C)N1 | 12% | 0% | 4% | i | -3%
CCOc1ccc(C(=O)CCN2CCCCCC2)cc1 | 2.4µM* | 12µM* | -15% | i | 6%
CCOC(=O)C1=C(CNCc2ccc(C)cc2)NC(=O)NC1c1cc(C)ccc1C (stereo not given) | 5% | -2% | 3% | i | -5%
CC(C)(C)c1ccc(C(=O)c2c[nH]c(C(=O)NCc3cccs3)c2)cc1 | 8% | -6% | 7% | 7.6% | 6%
CCC(C)NC(=O)CSc1nc2c(sc(=S)n2Cc2ccco2)c(=O)n1-c1ccccc1 (stereo not given) | 21% | -3% | -6% | 0.7% | 2%
O=C(NNC(=O)c1cc2c(s1)CCCC2)c1ccccc1 | 26% | 4% | -10% | 1.0% | -1%
Cc1ccccc1OC(=O)c1cccnc1 | ? | -5% | -1% | 1.3% | -2%
CC(C)(C)NC(=O)NC(=O)CSc1ccc(S(=O)(=O)N2CCCCC2)cn1 | 26% | 8% | -7% | 1.5% | .
O=C1C2C3C=CC([C@@H]2C(=O)N1c1nccs1)C31CC1 (stereo not given in full) | -5% | -4% | -13% | 2.1% | -13%
O=C1C2CC=CCC2C(=O)N1Cc1nnc(-c2ccccc2Br)o1 (stereo not given) | 5% | 3% | -7% | 0.7% | 0%
CCOC(=O)c1c(N)ssc1=S | ? | 4% | -2% | 0.3% | -8%
Fc1ccc(OCc2nnc(-c3ccccc3Br)o2)c(Cl)c1 | 24% | -4% | -8% | 0.2% | 10%
CC(C)N(Cc1nc(-c2ccc(Cl)cc2)no1)C(=O)c1cccs1 | 21% | -3% | 21% | i | -11% | VEEV TC-83 Vero 10K pilot screen=0.2
Cc1ccc(S(=O)(=O)NCc2ccco2)cc1C | 39% | -12% | 2% | 0.1% | -4%
C=CCn1c(COc2ccc(F)cc2)nnc1SCC(=O)NC(=O)NCc1ccco1 | 30% | 3% | -4% | 0.2% | -8%
COc1cc(NC(=O)C/C(C)=N/NC(=O)C(=O)NCCO)c(OC)cc1Cl | -7% | 7% | 4% | 1.1% | 4%
CC(C)N(Cc1ccccc1)C(=O)COC(=O)c1c(F)cccc1F | -7% | 3% | -12% | 0.9% | .
O=C(C(Cc1ccccc1)n1cccc1)N1CCN(c2cccc(Cl)c2)CC1 (stereo not given) | 18% | 3% | 0% | 6.3% | -4% | VEEV TC-83 Vero 10K pilot screen=4.0
CC(C)(C)c1ccc(-c2nnc(SCC(=O)Nc3sc4c(c3C#N)CCCC4)o2)cc1 | 8% | 8% | -3% | i | -2%
CC(C)(CO)Cc1cc(C(C)(C)C)c(O)c(C(C)(C)C)c1 | -11% | 31% | 3% | 1.6% | 19%
CC(C)Oc1ccc(Cl)cc1Nc1nc(NCCO)nc(N2CCCC2)n1 | 25% | ? | -8% | 4.9% | -6% | VEEV TC-83 Vero 10K pilot screen=4.5
C/C(Cn1nnc([N+](=O)[O-])n1)=N\NC(=O)c1ccccc1Cl | 8% | -9% | -3% | i | -7%
CCCC(=O)c1c[nH]c(C(=O)NCCc2ccccn2)c1 | -18% | -9% | -5% | 5.6% | -2%
CC1(C(=O)N/N=C/c2ccccc2)CC1(Br)Br (stereo not given) | -3% | -6% | 5% | 1.9% | -19%
CCc1nc(SCC(=O)Nc2nnc(CC(C)C)s2)n[nH]1 | 15% | -8% | -7% | 0.7% | -4%
O=C(Nc1cccc(-c2cn3ccsc3n2)c1)c1ccccc1 | -1% | 5% | 1% | 1.1% | 4%
CC(C)[C@@H](C(=O)OCC(=O)Nc1ccc2c(c1)OCO2)N1C(=O)c2ccccc2C1=O | -1% | -5% | 17% | 1.0% | -1%
O=C(CCC(=O)Nc1ccc(F)cc1)N/N=C/c1ccc(O)cc1 | -1% | 0% | 1% | 0.8% | -6%
C=CCC(C)(NCc1ccccc1)c1ccco1 (stereo not given) | -13% | . | 6% | 2.9% | -3%
CCOc1ncccc1C(=O)Nc1ccc(S(=O)(=O)N2CCCC2)cc1 | -5% | -4% | -2% | 1.7% | -4%
O=C1CCCc2nc(NCc3ccco3)ncc21 | -2% | -5% | -8% | 0.0% | 3%
Cc1sc(NC(=O)C2CSC3(C)CCC(=O)N23)nc1-c1ccc(F)cc1 (stereo not given) | . | 0% | 13% | 7.3% | 4%
O=C(Cn1ccc2ccccc2c1=O)NCC(=O)Nc1ccc(F)cc1F | -6% | -6% | -4% | i | -11%
Cc1ccc(CNC(=O)c2cc3c(-c4ccc(Cl)cc4)nn(C)c3s2)o1 | . | -2% | 3% | 7.6% | 8%
CC(C)(C)OC(=O)N1CCCC1C(=O)O (stereo not given) | 1% | -38% | 19% | 2.3% | -1%
COc1ccc(NC(=O)c2ccc(-n3cccn3)c([N+](=O)[O-])c2)cc1 | 14% | -3% | 3% | 1.0% | 4% | VEEV TC-83 Vero 10K pilot screen=1.6
CCCc1cc(CNC(=O)C2CCC(=O)N(CCc3cccc(F)c3)C2)on1 (stereo not given) | -2% | -4% | -7% | i | 1%
CCOc1ccc(S(=O)(=O)NCc2cccnc2)cc1NC(=O)c1ccccc1 | . | . | -7% | 0.3% | .
CCOC(=O)c1cnn(-c2ccc(C(C)C)cc2)c1NC(=O)C1CCC1 | -3% | 4% | -4% | 8.4% | 5%
CN(Cc1cccs1)c1nc(-c2cccnc2)nc2ccccc12 | 66% | 64% | 4% | 9.3% | -28%
COc1ccc(OC)c(S(=O)(=O)Nc2cccc3c(O)cccc23)c1 | 5% | -7% | . | 0.8% | -22%
COc1cc(/C=N/NC(N)=S)ccc1OCC(=O)Nc1ccc(C)cc1 | 63% | -2% | 14% | 0.8% | 0%
COc1ccc(CC(=O)OCC(=O)NCCc2ccccc2)cc1OC | 32% | 4% | -4% | 0.1% | -3%
O=C(O)C1CCN(C(=O)CSc2nc3ccccc3c(=O)n2Cc2ccccc2)CC1 | -5% | 2% | 0% | 1.4% | 2%
O=C(NC12CC3CC(CC(C3)C1)C2)c1cccc(OC(F)F)c1 | 48% | -3% | 3% | 2.0% | -8%
O=C(O)c1ccc(/C=N/NC(=O)c2ccc(CN3c4cccc5cccc(c45)S3(=O)=O)cc2)cc1 | 17% | 1% | 5% | 1.3% | -4%
CCCOC(=O)c1ccc(NC(=O)c2ccccc2[N+](=O)[O-])cc1 | 16% | 61% | 4% | 2.1% | -9%
O=S(=O)(c1cccs1)N1CCCc2ccccc21 | 32% | -6% | 5% | 3.0% | -5%
COCCNC(=O)c1ccc2c(c1)CCN2S(C)(=O)=O | 5% | 5% | -9% | 1.8% | 9%
C#CCN(Cc1ccco1)C(=O)c1ccc(OC2CCN(Cc3ccccn3)CC2)cc1 | 35% | 1% | -12% | 3.4% | -7%
CCCC(=O)NC(c1ccco1)c1c(O)ccc2ccccc12 (stereo not given) | 20% | 7% | 5% | i | 9%
COc1cc(C)ccc1OCCOCCOc1cccc2ccc(C)nc12 | 11% | 1% | -9% | 2.0% | 16%
COc1ccc(NC(=O)C(=O)N2N=C(C(C)C)CC2(O)C(F)(F)F)cc1 (stereo not given) | 0% | -3% | -6% | i | 2%
O=C1CN(C(=O)c2ccc3nc(Cc4cccc(Cl)c4)oc3c2)CCN1 | -18% | -16% | -5% | 2.4% | -7%
O=C(c1ccc(CS(=O)c2ccc(F)cc2)o1)N1CCN(C2CCCCC2)CC1 (stereo not given) | 0% | -2% | -26% | 1.9% | 4%

Continuation:
SMILES | M. tuberculosis | H37Rv inhibition | H1N1 NS1A inhibition | VEEV TC-83 Vero | PhoP GFP inhibition | others
COc1cc(NC(=O)[C@@H]2CCCN2S(=O)(=O)c2cccc3cccnc23)cc(OC)c1OC | -6% | 4% | -3% | 1.6% | -1%
Cc1nc2nc(N)nn2c(C)c1C/C=C/c1ccccc1 | -2% | 5% | -6% | i | 9%
COc1ccccc1Cc1noc(COc2cccc(C)c2C)n1 | 44% | 8% | -24% | 1.9% | -5%
Cc1cc(Cl)ccc1Nc1ncccc1C(N)=O | -10% | 2% | 8% | 0.1% | 7%
CC(C)(C)c1cc[n+](/C(C(=S)Nc2ccccc2F)=C(/[O-])c2ccc3c(c2)OCCO3)cc1 | 35% | 9% | 3% | 0.9% | 5%
CSc1ccc(C#N)cc1NC(=O)c1ccc(Cl)cc1Cl | -10% | -4% | 4% | 0.4% | -6%
O=C(O)c1ccccc1OCc1ccccc1Cl | 14% | 10% | -11% | 0.9% | 6%
COC(=O)Nc1snnc1C | -3% | -12% | -9% | i | -3%
Cc1ccc(N(C)C(=O)CCS(=O)(=O)c2ccc3c(c2)oc(=O)n3C)cc1 | -1% | 9% | -3% | 0.4% | -1%
CSc1ncccc1C(=O)Nc1ccc(S(=O)(=O)NC2=NCCCCC2)cc1 | 0% | 6% | -5% | 3.0% | -6%
Cc1ccc(N2CC(C(=O)Nc3ccc(N(C)C)cc3)CC2=O)cc1C (stereo not given) | 17% | -19% | 5% | 3.3% | 8%
CC(NC(=O)COC(=O)Cc1ccc(Cl)cc1)c1ccccc1 (stereo not given) | 59% | 8% | 7% | 0.0% | .
CC(=O)c1ccc(NC(=O)CN2C(=O)COc3ccc(Cl)cc32)cc1 | 11% | -6% | -6% | 0.5% | -10%
CN(Cc1ccccc1)Cc1ccccc1C(O)c1ccccc1 (stereo not given) | . | . | -2% | 3.6% | .
S=C(NC1CCCCC1)N(CCc1nc2ccccc2[nH]1)C1CCCC1 | ? | 6% | 12% | 7.1% | -8%
C=CCC1(Cc2ccsc2)C(=O)NC(=O)NC1=O | . | . | -27% | 1.8% | .
Cc1cc(S(=O)(=O)N2CCOCC2)ccc1OCC(=O)Nc1ccc(F)cc1 | -6% | 4% | -5% | 0.4% | 5%

Part of the list above in order of formula weight, ascending:
SMILES | M. tuberculosis | H37Rv inhibition | H1N1 NS1A inhibition | VEEV TC-83 Vero | PhoP GFP inhibition | others
O=C1C2C3C=CC([C@@H]2C(=O)N1c1nccs1)C31CC1 (stereo not given in full) | -5% | -4% | -13% | 2.1% | -13%
CCOc1ccc(C(=O)CCN2CCCCCC2)cc1 | 2.4µM* | 12µM* | -15% | i | 6%
CCCC(=O)c1c[nH]c(C(=O)NCCc2ccccn2)c1 | -18% | -9% | -5% | 5.6% | -2%
COc1ccc(CC(=O)OCC(=O)NCCc2ccccc2)cc1OC | 32% | 4% | -4% | 0.1% | -3%
COc1cc(C)ccc1OCCOCCOc1cccc2ccc(C)nc12 | 11% | 1% | -9% | 2.0% | 16%
O=C1CN(C(=O)c2ccc3nc(Cc4cccc(Cl)c4)oc3c2)CCN1 | -18% | -16% | -5% | 2.4% | -7%
S=C(NC1CCCCC1)N(CCc1nc2ccccc2[nH]1)C1CCCC1 | ? | 6% | 12% | 7.1% | -8%
CCOc1ncccc1C(=O)Nc1ccc(S(=O)(=O)N2CCCC2)cc1 | -5% | -4% | -2% | 1.7% | -4%
O=C1C2CC=CCC2C(=O)N1Cc1nnc(-c2ccccc2Br)o1 (stereo not given) | 5% | 3% | -7% | 0.7% | 0%
CC(C)(C)c1cc[n+](/C(C(=S)Nc2ccccc2F)=C(/[O-])c2ccc3c(c2)OCCO3)cc1 | 35% | 9% | 3% | 0.9% | 5%
COc1cc(NC(=O)[C@@H]2CCCN2S(=O)(=O)c2cccc3cccnc23)cc(OC)c1OC | -6% | 4% | -3% | 1.6% | -1%
CCOC(=O)C(NS(=O)(=O)c1ccccc1)(C(F)(F)F)P(=O)(OCC(C)C)OCC(C)C (stereo not given) | -7% | 4% | 4% | 2.0% | 4%
